# MEX-5 binding – MEX-5 zinc finger RNA-binding disruptors – biochemical, C. elegans, fluorescence polarization, MLPCN library, primary screen. MEX-5/FITC-TCR2 RNA binding; active compounds read low. Zinc finger protein mex-5 (Caenorhabditis elegans), Q9XUB2. AID 1832, 2009. activity score (negative = inhibition of binding), % at 10 µM. 300,000 tested, 0.38% active;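 active = inhibition past about -25% in most replicates, and total fluorescence under double the plate's negative control median, limit read from the data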;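 note: 0% = DMSO and -100% = 5 µM competing unlabeled TCR2 RNA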
# AHR activator – AHR activators, primary screen, cell-based, luminescence, luciferase reporter, human; Aryl hydrocarbon receptor (Homo sapiens), P35869; AHR-responsive luciferase reporter cells; 320,000 tested, 2.5% active; activation, % at 5 µM; in the data active = activation above about 47%;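 note: 0% = vehicle wells and 100% = reference agonist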
# PME-1 inh – PME-1 inhibitors via competitive probe labeling, primary screen, biochemical, fluorescence polarization, FP-Rh probe, HTS; inhibition, % at 5.9 µM; recombinant PME-1; 320,000 tested, 0.53% active; AID 2130, 2009;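 active = inhibition above the campaign mean of all compounds plus 3 SD, cut at about 26% in these data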;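 note: competitive labeling of PME-1 active site by serine hydrolase directed probe; 0% = PME-1 with DMSO and 100% = wells lacking PME-1 enzyme; inhibitors block probe labeling so polarization falls and inhibition rises; many of its hits are not listed in these tables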
# pPAFAH inh – pPAFAH enzyme inhibitors, primary screen, biochemical, fluorescence polarization, human; 330,000 tested, 1.5% active; AID 463082, 2010; recombinant pPAFAH, FP-rhodamine probe fluorescence polarization; Platelet-activating factor acetylhydrolase (Homo sapiens), Q13093; inhibition, % at 3.39 µM;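 active = inhibition above the mean inhibition across the screen plus 3 SD, cut at about 25% in these data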;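 note: inhibitors block binding of the rhodamine activity-based probe so polarization drops; 0% = enzyme with DMSO and 100% = wells lacking pPAFAH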
# GLD-1 TGE inh – GLD-1/TGE RNA complex disruptors, primary screen, biochemical, fluorescence polarization | AID 2280, 2010 | Female germline-specific tumor suppressor gld-1 (Caenorhabditis elegans), Q17339 | inhibition, % at 5.96 µM | purified GLD-1 + fluorescein TGE RNA | 320,000 tested, 0.44% active;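 active = percent inhibition above a per-plate cutoff, the plate mean of test compounds plus 3 SD, cut at about 30% in these data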;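 note: 0% = DMSO wells with GLD-1 and probe and 100% = wells lacking GLD-1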
# Target sequence (Q17339 whole entry, looked up): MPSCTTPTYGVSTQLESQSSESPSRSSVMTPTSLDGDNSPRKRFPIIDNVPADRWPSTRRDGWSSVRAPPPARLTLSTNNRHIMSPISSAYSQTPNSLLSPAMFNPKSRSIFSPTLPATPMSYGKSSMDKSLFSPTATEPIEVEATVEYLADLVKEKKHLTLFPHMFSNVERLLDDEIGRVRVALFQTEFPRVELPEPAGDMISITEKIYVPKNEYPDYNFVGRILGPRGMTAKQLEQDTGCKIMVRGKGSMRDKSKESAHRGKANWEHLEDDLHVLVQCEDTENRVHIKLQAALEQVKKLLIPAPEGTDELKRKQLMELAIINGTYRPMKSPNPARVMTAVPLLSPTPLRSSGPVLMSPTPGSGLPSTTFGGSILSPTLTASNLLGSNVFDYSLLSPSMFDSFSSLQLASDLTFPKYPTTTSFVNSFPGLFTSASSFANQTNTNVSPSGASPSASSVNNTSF
# MCL1-BIM inh – inhibitors of MCL1 binding to BIM-BH3, primary screen, biochemical, fluorescence polarization; Induced myeloid leukemia cell differentiation protein Mcl-1 (Homo sapiens), Q07820; inhibition, % at 10.9 µM; GST-MCL1 / FITC-Bim-BH3 fluorescence polarization; 320,000 tested, 0.68% active; AID 2057, 2009;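 active = inhibition above the mean inhibition of all tested compounds plus 3 SD, set per campaign, cut at about 40% in these data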;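 note: 0% = DMSO wells and 100% = unlabeled Bim-BH3 peptide control; higher means more loss of mP so more displacement of Bim peptide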
# Target sequence (Q07820 whole entry, looked up): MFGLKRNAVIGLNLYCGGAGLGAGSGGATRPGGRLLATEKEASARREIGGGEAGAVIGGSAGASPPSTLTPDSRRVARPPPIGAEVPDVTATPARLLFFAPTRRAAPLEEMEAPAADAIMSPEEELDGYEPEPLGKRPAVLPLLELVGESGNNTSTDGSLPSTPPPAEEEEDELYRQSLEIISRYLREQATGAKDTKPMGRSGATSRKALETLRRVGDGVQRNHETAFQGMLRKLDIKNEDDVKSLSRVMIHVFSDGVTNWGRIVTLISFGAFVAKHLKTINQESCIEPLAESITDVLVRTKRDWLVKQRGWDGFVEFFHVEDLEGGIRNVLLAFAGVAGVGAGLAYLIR
# PAFAH1B2 FP inh – PAFAH1B2 enzyme inhibitors, primary screen, biochemical, fluorescence polarization, human. Platelet-activating factor acetylhydrolase IB subunit alpha2 (Homo sapiens), P68402. inhibition, % at 3.39 µM. recombinant PAFAH1B2, FP-rhodamine activity probe. 340,000 tested, 1.2% active;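 active = inhibition above the mean of all tested compounds plus 3 SD, cut at about 24% in these data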;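 note: 0% = enzyme with DMSO and 100% = wells lacking PAFAH1B2; many of its hits are not listed in these tables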
# BCLXL inh – inhibitors of human Bcl-xL, primary screen, biochemical, fluorescence polarization, HTS; Bcl-2-like protein 1 (Homo sapiens), Q07817; inhibition, % at 10.9 µM; GST-Bcl-xL / FITC-Bim BH3 peptide fluorescence polarization; 320,000 tested, 0.7% active;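 active = inhibition above the mean of all tested compounds plus 3 SD, cutoff set per campaign, cut at about 30% in these data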;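 note: 0% = DMSO wells and 100% = unlabeled Bim-BH3 peptide competitor; inhibitors lower millipolarization by displacing the labeled peptide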
# Target sequence (Q07817 whole entry, looked up): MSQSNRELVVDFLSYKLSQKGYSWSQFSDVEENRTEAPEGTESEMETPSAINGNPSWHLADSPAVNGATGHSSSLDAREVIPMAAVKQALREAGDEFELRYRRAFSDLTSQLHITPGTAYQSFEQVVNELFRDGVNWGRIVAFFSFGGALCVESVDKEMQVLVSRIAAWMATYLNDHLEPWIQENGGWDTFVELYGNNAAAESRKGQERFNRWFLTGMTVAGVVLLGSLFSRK
# Fam108B counter – mouse Fam108B serine hydrolase inhibitors, primary screen, counter-screen for RBBP9 inhibitor project, biochemical, fluorescence polarization; recombinant Fam108B, FP-Rh probe fluorescence polarization; inhibition, % at 9.51 µM; 300,000 tested, 0.33% active; AID 1947, 2009;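 active = inhibition above the screen mean inhibition plus 3 SD, computed separately per campaign, cut at about 18% in these data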;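 note: inhibitors lower polarization as less probe binds the enzyme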
# An asterisk follows results filed as active; · = not tested or not shown. Only part of the results is shown; the hit share may differ from the screen's.
SMILES,MEX-5 binding,AHR activator,PME-1 inh,pPAFAH inh,GLD-1 TGE inh,MCL1-BIM inh,PAFAH1B2 FP inh,BCLXL inh,Fam108B counter
CC1CCCN(C(=S)Nc2ccc3nc4n(c(=O)c3c2)CCCCC4)C1 (configuration not stated),0.3,0,2,7,1,9,6,2,-4
O=C(Nc1cccc([N+](=O)[O-])c1)Nc1cccc([N+](=O)[O-])c1,-0.8,2,-7,-3,4,4,-4,6,-5
O=C(CCCCCn1c(=S)[nH]c2cc3c(cc2c1=O)OCO3)N1CCN(Cc2ccccc2)CC1,-0.8,0,-5,7,3,-1,2,-1,-3
CCC(C)[C@H](NC(=O)Nc1ccc(C(C)=O)cc1)C(=O)OC (some centres not stated),0.9,-1,-2,0,9,-4,2,-1,6
O=C(NCc1ccccc1)c1ccc2c(=O)n3c(nc2c1)CCCCC3,0.2,2,5,1,2,5,5,2,0
O=[N+]([O-])c1c(Nc2ccc(Br)cc2)ccc2nonc12,0.9,1,0,4,-2,3,1,5,-3
[O-][n+]1c2c(c3c4non(O)c4ccc31)CCCC2,-2.6,14,10,24,0,12,5,2,9
Cc1ccn(CCC(=O)Nc2ccc(-c3ccno3)cc2)n1,-3.9,1,-6,2,-1,-2,3,1,3
N#CCc1ccc(NC(=O)Nc2cccc3ccccc23)cc1,0.9,16,-2,3,1,-3,-2,-1,7
O=C(COC(=O)c1ccccc1OCc1ccc(Cl)cc1)NC1CC1,2.8,0,-3,8,0,-1,-4,3,-2
Fc1cccc(Cl)c1Cn1nnc2c(N3CCC4(CC3)OCCO4)ncnc21,0.3,6,-1,2,9,5,8,2,2
Cc1cccc(N(CC(=O)NCCC2=CCCCC2)S(C)(=O)=O)c1C,·,1,0,2,8,6,1,3,2
Cc1cc(C)c[n+](-c2[nH]c(=O)sc2/C=N/NC([S-])=Nc2ccccc2)c1,-49*,22,0,7,117*,167*,-1,129*,6
Cc1ccc(NC(=O)Cn2cccc2C2=NC(c3ccccc3)CO2)c(C)c1 (configuration not stated),-1.4,1,-5,-4,6,3,3,3,-4
CN(C(=O)Cn1cnc2sccc2c1=O)C1CCCCC1,·,0,-8,0,-2,5,2,7,·
CC(C)c1ccc(CNc2ccc([N+](=O)[O-])cn2)cc1,-1.1,3,-4,6,8,-2,1,5,2
Cc1ccccc1OCc1nc(-c2ccc(NC(=O)c3ccco3)cc2)no1,3.8,6,-16,-20,0,-1,-11,2,-1
c1cc(-c2cc3cc4c(cc3cn2)OCO4)cs1,·,118*,·,4,1,·,0,·,·
Nc1ccc(C(=O)Nc2nc3ccccc3s2)cc1,-5.4,13,3,7,1,7,-3,0,3
O=C(CNC1CCCCCC1)Nc1ccc(S(=O)(=O)NC2CC2)cc1,1.4,-1,1,8,4,5,5,6,7
CCC[N+]1(CC#CC(O)(c2ccccc2)C2CCCCC2)CCCCC1 (configuration not stated),-1.2,1,1,-2,-2,-3,1,-9,1
COc1ccc(NS(=O)(=O)c2cc(NC(=O)c3cncc(Br)c3)ccc2OC)cc1,·,32,·,1,2,·,-3,·,·
O=C(CCS(=O)(=O)c1cccc2nonc12)Nc1ccc(Br)cc1,-0.3,9,9,6,-4,3,3,3,1
CC1CN(C(=O)c2nn(C)cc2[N+](=O)[O-])CC(C)O1 (configuration not stated),-1.7,2,2,4,7,0,0,4,-1
Cc1cc(C)c(C)c(OCC(=O)NCCN(C)C)c1,-4.1,4,1,1,1,-1,5,0,-4
O=C(Nc1ccc(O)cc1C(=O)O)c1ccc(NC(=O)c2ccco2)cc1,·,2,2,5,3,6,0,9,·
Cc1ccc(CN2CCN(Cc3cnc(C)s3)CC2CCO)cc1 (configuration not stated),-2.7,2,-9,-6,2,7,4,7,-4
Cc1occc1-c1nc(-c2ccncc2)no1,0.8,-1,-5,1,13,1,-1,1,0
Cc1c(C(=O)Nc2c(C)n(C)n(-c3ccccc3)c2=O)oc2ccc(Cl)cc12,0.4,51*,-3,15,3,15,5,2,-1
Cc1cccc(-c2noc(CCC(=O)NCc3ccccc3)n2)c1,1.8,1,-5,2,-6,3,5,4,-3
CCn1cc(C(=O)OCC(=O)c2cc(C)n(-c3ccccc3)c2C)c(=O)c2ccc(C)nc21,-0.4,-2,8,12,4,-5,2,8,2
C=CCn1c(SCC(=O)NC2CCCCC2)nnc1-c1cccnc1,-0.3,0,4,-1,7,1,1,-4,2
COc1ccc(/C=C/C(=O)OCC(=O)NC2CCCC2)cc1,·,0,5,8,0,4,-3,5,·
CCOC(=O)c1c(CS(=O)(=O)c2ccccc2)n(C)c2cc(Br)c(O)c(CN(C)C)c12,1.8,12,-2,-5,12,8,3,8,4
O=C(CSc1n[nH]c(=O)[nH]c1=O)c1ccccc1[N+](=O)[O-],-2.9,8,-1,-1,5,22,1,11,1
COc1ccccc1C1=NN(C2=NN=C(N)Cc3ncnn32)C(O)(C(F)(F)F)C1 (configuration not stated),2.2,8,-3,3,8,-6,5,4,2
Cc1cc(C(=O)Nc2ccc(N3CCOCC3)cc2)c2ccccc2n1,-0.7,7,-1,2,-1,-3,3,0,1
CCN=C(Nc1ccc2c(c1)OCO2)SC1CC(=O)N(c2ccc(OC)cc2)C1=O (configuration not stated),1.0,-1,1,3,-5,4,4,4,0
Nc1nc2c3ccccc3nc(Cc3ccccc3)n2n1,1.6,1,1,-1,6,0,4,1,0
O=C(NC1CCCCC1)C(c1cccs1)N(Cc1cccs1)C(=O)c1ccco1 (configuration not stated),2.1,-1,-8,-7,3,-2,5,4,-10
CC1(C)CC(=O)C2=C(C1)NC(=S)C(C#N)C21CCCCC1 (configuration not stated),-0.5,2,2,3,2,0,13,17,1
O=C(NCCOc1ccccc1F)C1CC(=O)N(Cc2ccccc2)C1 (configuration not stated),·,0,·,2,-2,·,4,·,·
O=C(O)c1nc2nc(Cl)c(Cl)nc2[nH]1,9.7,0,-3,0,9,11,4,7,2
O=c1cc(N2CCCCC2)c(-c2ccccc2)nn1Cc1ccccc1Cl,2.0,4,4,14,-4,9,1,4,3
O=C(Nc1ccccc1)N(CCN1CCOCC1)Cc1cccc(Cl)c1,-1.9,1,-3,3,5,0,2,3,-3
COc1cccc(C2=Nc3cccc4cccc(c34)N2)c1,1.3,42,19,7,8,19,5,14,11
Cc1cc(C(=O)N/N=C/C=C/c2ccc(Br)cc2)n[nH]1,0.0,5,-2,8,1,4,7,0,-3
COc1ccc(N2C(=O)CN(Cc3cc(OC)c(OC)c(OC)c3)C2=S)cc1,1.6,0,-3,-2,4,0,-2,-1,5
O=C(C1CCN(S(=O)(=O)Cc2ccccc2)CC1)N1CCN(c2ncccn2)CC1,-0.1,1,-1,8,6,6,3,9,1
CN(C)/C=N/c1cc(=O)n(C)c(=O)n1CC1CC1,-3.6,-1,-1,0,3,11,7,10,-1
Cc1noc(C)c1CSCC(=O)N(CCC(C)C)c1c(N)n(Cc2ccccc2)c(=O)[nH]c1=O,1.5,-2,5,8,0,-6,6,1,4
COc1ccccc1C1CC(c2cccs2)=NN1C(=O)CCC(=O)O (configuration not stated),-0.2,6,3,4,1,-4,-1,2,1
Cc1ccc(C(=O)Nc2cc(S(=O)(=O)N3CCOCC3)ccc2N2CCCC2)cc1,·,0,-4,0,8,-8,2,1,·
CCOC(=O)c1ccc(NC(=O)c2c(NC(=O)CCC(=O)O)sc3c2CCCCC3)cc1,-1.0,-3,-4,-1,0,3,·,4,-5
CCCCc1cc(=O)oc2cc(OCC(=O)NCc3ccccn3)c(Cl)cc12,1.1,5,-3,2,5,6,1,-1,-2
O=C(NCCS(=O)(=O)N1CCN(c2cccc(Cl)c2)CC1)c1cc(=O)c2ccccc2o1,-3.4,2,-6,9,-3,-5,3,-3,-2
Cc1cc(=O)[nH]c(SCC(=O)Nc2c(C)n(C)n(-c3ccccc3)c2=O)c1C#N,·,-1,-4,1,-2,-3,2,2,·
Cc1nnc(NC(=O)CCC(=O)N2CCN(CCOc3cccc4ccccc34)CC2)s1,-0.1,-1,5,8,9,4,·,5,2
Cc1nn(CC(=O)NCC2CCCO2)c(=O)c2ccccc12 (configuration not stated),-2.0,2,-5,-3,4,6,-1,7,3
CN1C(=S)SC(N(O)C=C2C=CC(=O)C=C2)C1(C)C (configuration not stated),1.3,-1,-3,2,2,0,1,4,0
# New compounds follow:
SMILES,MEX-5 binding,AHR activator,PME-1 inh,pPAFAH inh,GLD-1 TGE inh,MCL1-BIM inh,PAFAH1B2 FP inh,BCLXL inh,Fam108B counter
N/C(Cc1cccc2ccccc12)=N\OC(=O)c1cccs1,-0.5,7,0,15,2,16,0,13,-1
O=C(NC1CCCC1)C(c1c(F)cccc1Cl)N(C(=O)c1csnn1)C1CC1 (configuration not stated),-2.5,1,-1,5,-1,5,5,5,6
CC(=O)Nc1nnc(S(=O)(=O)N2CCN(c3ccc(Cl)cc3[N+](=O)[O-])CC2)s1,-1.4,0,-1,11,6,7,3,3,1
O=C(CN1C(=O)C2(OCCO2)c2ccccc21)c1ccc(F)cc1,1.1,4,2,1,1,-2,3,0,1
Cc1c(NS(=O)(=O)c2cccc(C(=O)NCc3ccc(Cl)cc3)c2)c(=O)n(-c2ccccc2)n1C,0.4,9,4,-1,-8,3,17,4,-2
CCCOc1ccc(C2c3c(oc4ccccc4c3=O)C(=O)N2CCN(CC)CC)cc1OC (configuration not stated),-1.1,-1,-2,4,1,-6,6,4,3
COC(=O)c1ccsc1NC(=O)CCS(=O)(=O)c1ccc(Cl)cc1,1.5,0,-2,4,-3,-7,7,-2,-1
CC(=O)c1cccc(Oc2ncccn2)c1,-0.3,1,-10,-8,-2,12,0,2,-6
O=C1NC(=Nc2ccccc2)SC1Cc1cccc(Cl)c1Cl (configuration not stated),3.5,-1,-3,29*,-2,-6,1,-3,1
Cc1ccc(-c2noc(C3CCN(S(C)(=O)=O)CC3)n2)o1,-0.8,2,0,2,2,-5,5,-1,-4
COC(=O)c1c(-c2ccccc2)nn(-c2ccccc2)c1C(=O)OC,2.9,0,2,1,-6,7,-1,2,0
COc1ccccc1CNc1cc(-c2ccccc2)ccc1OC,-1.6,39,4,9,4,6,-3,4,3
Cc1cc(C)cc(N2C(=O)CSC2c2ccccn2)c1 (configuration not stated),2.3,-1,2,7,-1,-1,2,-1,3

# Bioassay records: PubChem BioAssay, several laboratories
